Assay outcomes from PubChem BioAssay.
NSD2 block = inhibitors of human NSD2 methyltransferase; O96028; NSD2-SET H3K36me1 DELFIA fluorescence, biochemical; inhibition, % at 12.5 µM; 0.07% of 44,000 active; AID 624260; in the data active = inhibition above about 54%, passing the limit was not always enough; inconclusive = no clear call, values can overlap the other calls;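 also: inhibitors reduce the monomethyl H3K36 fluorescence signal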
Target sequence (O96028 whole entry, looked up): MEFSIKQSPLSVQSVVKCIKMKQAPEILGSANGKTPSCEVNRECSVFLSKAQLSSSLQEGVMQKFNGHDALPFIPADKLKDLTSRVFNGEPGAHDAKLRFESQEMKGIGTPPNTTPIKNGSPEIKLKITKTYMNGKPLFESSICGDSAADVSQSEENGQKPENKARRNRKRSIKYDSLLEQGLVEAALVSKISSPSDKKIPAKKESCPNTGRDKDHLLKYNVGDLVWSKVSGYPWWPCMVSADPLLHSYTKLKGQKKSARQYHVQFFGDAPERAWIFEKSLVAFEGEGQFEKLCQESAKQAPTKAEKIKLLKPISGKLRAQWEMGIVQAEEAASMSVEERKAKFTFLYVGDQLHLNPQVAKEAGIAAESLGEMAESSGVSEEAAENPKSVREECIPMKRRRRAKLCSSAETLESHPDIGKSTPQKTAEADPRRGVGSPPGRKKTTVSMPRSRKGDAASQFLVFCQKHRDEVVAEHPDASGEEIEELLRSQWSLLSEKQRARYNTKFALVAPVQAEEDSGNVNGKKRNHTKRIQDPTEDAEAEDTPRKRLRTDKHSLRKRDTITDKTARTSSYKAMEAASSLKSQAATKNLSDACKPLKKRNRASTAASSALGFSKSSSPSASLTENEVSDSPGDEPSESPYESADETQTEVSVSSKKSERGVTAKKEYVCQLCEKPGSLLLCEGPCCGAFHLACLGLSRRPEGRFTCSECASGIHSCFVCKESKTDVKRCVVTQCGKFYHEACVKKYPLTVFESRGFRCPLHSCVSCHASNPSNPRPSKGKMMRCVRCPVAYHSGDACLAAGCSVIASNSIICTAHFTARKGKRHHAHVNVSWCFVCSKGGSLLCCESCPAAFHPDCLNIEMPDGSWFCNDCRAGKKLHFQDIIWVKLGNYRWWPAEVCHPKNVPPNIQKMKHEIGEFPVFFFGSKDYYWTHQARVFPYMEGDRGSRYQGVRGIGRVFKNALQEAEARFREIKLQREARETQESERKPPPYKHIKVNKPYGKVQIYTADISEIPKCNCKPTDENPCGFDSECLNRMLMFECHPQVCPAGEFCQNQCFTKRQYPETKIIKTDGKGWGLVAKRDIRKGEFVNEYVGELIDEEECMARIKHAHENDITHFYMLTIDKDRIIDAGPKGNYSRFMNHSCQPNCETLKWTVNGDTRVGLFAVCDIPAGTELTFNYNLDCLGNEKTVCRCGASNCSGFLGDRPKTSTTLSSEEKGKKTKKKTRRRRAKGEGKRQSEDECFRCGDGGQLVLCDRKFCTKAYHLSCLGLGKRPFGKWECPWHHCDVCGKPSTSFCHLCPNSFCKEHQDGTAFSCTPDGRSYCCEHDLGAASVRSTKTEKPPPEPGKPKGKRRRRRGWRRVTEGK
Numbers without * were called inactive.

For O=C(C[C@@H]1C[C@H]2c3cc(NC(=O)C4CCC4)ccc3O[C@H]2[C@H](CO)O1)NCc1ccccc1F the results were NSD2 block 9.
Screening Cc1cc2ncc(-c3ccn(S(=O)(=O)c4ccc(Cl)cc4)c3)nc2cc1C returned NSD2 block 1.
For C[C@@H]1O[C@@H](Oc2cc(O)c3c(=O)c(O[C@@H]4O[C@@H](C)[C@H](O[C@@H]5O[C@@H](C)[C@H](O)[C@@H](O)[C@H]5O)[C@@H](O)[C@H]4O)c(-c4ccc(O)cc4)oc3c2)[C@H](O)[C@H](O)[C@H]1O the results were NSD2 block 0.
`C[C@H](CO)N1C[C@H](C)[C@@H](CN(C)CC2CCOCC2)Oc2ncc(-c3ccc(C#N)cc3)cc2C1=O` gave NSD2 block 2.
Screening C[C@@H]1CCCCO[C@H](CN(C)C)[C@@H](C)CN([C@H](C)CO)C(=O)c2cc(N(C)C)ccc2O1 returned NSD2 block 2.
COc1cccc(S(=O)(=O)N(C)C[C@@H]2OCc3cn(nn3)CCCC(=O)N([C@H](C)CO)C[C@H]2C)c1 was read as NSD2 block 3.
Screening C[C@@H]1CN([C@@H](C)CO)C(=O)c2cc(NS(=O)(=O)c3ccc(F)cc3)ccc2O[C@@H]1CN(C)CC1CC1 returned NSD2 block 3.
`C[C@H]1CN([C@@H](C)CO)C(=O)c2cc(C#CC3(O)CCCC3)cnc2O[C@H]1CN(C)C(=O)Cc1cccnc1` gave NSD2 block -3.
C/C(=N\n1c(-c2ccccc2)n[nH]c1=O)c1ccccc1 was read as NSD2 block 0.
Screening C[C@H]1CN([C@@H](C)CO)C(=O)c2cccc(NC(=O)c3ccc(-c4nccs4)cc3)c2O[C@@H]1CN(C)Cc1ccc2c(c1)OCO2 returned NSD2 block -3.
Screening C[C@H]1CN([C@@H](C)CO)C(=O)CCCn2cc(nn2)CO[C@H]1CN(C)S(=O)(=O)c1ccc(Cl)cc1 returned NSD2 block -5.
For C[C@H](CO)N1C[C@H](C)[C@H](CN(C)S(=O)(=O)c2cn(C)cn2)Oc2ccc(NS(=O)(=O)c3cn(C)cn3)cc2CC1=O the results were NSD2 block 4.
CN(C)C(=O)C[C@H]1CC[C@@H](NC(=O)Nc2cccc(F)c2)[C@H](CO)O1 was read as NSD2 block 1.
O=C(CCCCCCC(=O)Nc1ccccc1O)N/N=C/c1ccc(OCc2ccccc2)cc1O was read as NSD2 block -4.
Cc1ccc(S(=O)(=O)Nc2ccc3c(c2)C(=O)N([C@H](C)CO)C[C@@H](C)[C@H](CN(C)C(=O)Nc2ccc(F)cc2)OCCCC[C@H](C)O3)cc1 was read as NSD2 block 18.
For O=C1O[C@H](c2ccccc2)[C@H](c2ccccc2)N2[C@H]1[C@@H](C(=O)N1CCN(c3ncccn3)CC1)[C@]1(C(=O)Nc3ccc(C#CCCO)cc31)[C@H]2c1ccccc1OCCO the results were NSD2 block -3.
For C[C@H](CO)N1C[C@H](C)[C@H](CN(C)Cc2ccccn2)Oc2cc(C#CC3CC3)ccc2S1(=O)=O the results were NSD2 block 3.
`O=C1OCCN1/N=C/c1ccc([N+](=O)[O-])o1` gave NSD2 block 0.
`NC(N)=NCCCC(N)C(=O)CC(Cc1ccccc1)C(=O)O` (configuration not stated) gave NSD2 block -2.
C[C@@H]1CN([C@@H](C)CO)C(=O)c2cccc(NC(=O)C3CC3)c2O[C@H]1CN(C)S(=O)(=O)c1ccc(Cl)cc1 was read as NSD2 block 2.
C[C@H](CO)N1C[C@H](C)[C@H](CN(C)C(=O)Cc2ccccc2)OCCCC[C@H](C)Oc2ccc(NC(=O)Nc3ccc4c(c3)OCO4)cc2C1=O was read as NSD2 block -4.
For C[C@@H]1CN([C@H](C)CO)C(=O)Cc2cc(NC(=O)Cc3ccccc3)ccc2O[C@H]1CN(C)CC1CC1 the results were NSD2 block 0.
Screening Cc1nnc(Sc2ccc(/C=N/NC(=O)c3cccc(C(=O)NO)c3)o2)n1C returned NSD2 block -3.
Screening COc1ccc(NC(=O)Nc2ccc3c(c2)CC(=O)N([C@H](C)CO)C[C@@H](C)[C@H](CN(C)C(=O)NC(C)C)O3)cc1 returned NSD2 block 1.
Screening C[C@@H]1CN([C@@H](C)CO)C(=O)c2cc(C#CC3CCCC3)cnc2O[C@H]1CN(C)C(=O)C1CCC1 returned NSD2 block -2.
C[C@@H]1CN([C@H](C)CO)C(=O)Cc2cc(NC(=O)NC3CCCCC3)ccc2O[C@H]1CN(C)C(=O)NC1CCCCC1 was read as NSD2 block -1.
Cc1noc(C)c1NC(=O)N(C)C[C@H]1Oc2ccc(NS(=O)(=O)c3ccccc3)cc2C(=O)N([C@@H](C)CO)C[C@@H]1C was read as NSD2 block 2.
`CC(C)=CC1C(C(=O)O)C1(C)C` (configuration not stated) gave NSD2 block -2.
Screening C[C@@H]1CN([C@H](C)CO)C(=O)Cc2cc(NS(=O)(=O)c3ccc(F)cc3)ccc2O[C@@H]1CN(C)S(=O)(=O)c1cccs1 returned NSD2 block 0.
Screening C[C@H](CO)N1C[C@H](C)[C@@H](CN(C)C(=O)Nc2cccc3ccccc23)Oc2c(NS(=O)(=O)c3ccc(Cl)cc3)cccc2C1=O returned NSD2 block inconclusive.
Screening C[C@H]1CN([C@@H](C)CO)C(=O)c2cc(NC(=O)Cc3cn(C)c4ccccc34)ccc2O[C@@H]1CN(C)C(=O)Nc1ccc2c(c1)OCO2 returned NSD2 block -1.
C[C@@H]1CN([C@@H](C)CO)C(=O)c2cc(NS(=O)(=O)c3cccs3)ccc2O[C@@H]1CN(C)C(=O)Nc1ccc(F)cc1 was read as NSD2 block 0.
CC(C)NC(=O)N(C)C[C@@H]1Oc2ncc(C#Cc3ccccc3)cc2C(=O)N([C@H](C)CO)C[C@@H]1C was read as NSD2 block -8.
Screening C[C@H](CO)N1C[C@H](C)[C@@H](CN(C)C(=O)Nc2cccc(F)c2)Oc2ncc(C#CCN(C)C)cc2C1=O returned NSD2 block -5.
`COc1ccc(NC(=O)Nc2ccc3c(c2)CC(=O)N([C@H](C)CO)C[C@@H](C)[C@H](CN(C)S(=O)(=O)c2cn(C)cn2)O3)cc1` gave NSD2 block -1.
C[C@@H]1CCCCO[C@H](CN(C)C(=O)CCCN(C)C)[C@@H](C)CN([C@@H](C)CO)C(=O)c2cc(NC(=O)CCCN(C)C)ccc2O1 was read as NSD2 block 2.
C[C@@H]1CCCCO[C@H](CN(C)Cc2ccc(Cl)c(Cl)c2)[C@H](C)CN([C@@H](C)CO)C(=O)c2cc(NC(=O)Nc3ccc(F)cc3)ccc2O1 was read as NSD2 block -3.
For COc1ccc(S(=O)(=O)N(C)C[C@H]2OCCCC[C@@H](C)Oc3ccc(N(C)C)cc3C(=O)N([C@H](C)CO)C[C@H]2C)cc1 the results were NSD2 block 2.
CC(C)CC#Cc1cnc2c(c1)C(=O)N([C@H](C)CO)C[C@@H](C)[C@H](CN(C)Cc1cncnc1)O2 was read as NSD2 block 19.
Screening C[C@@H]1CN([C@@H](C)CO)S(=O)(=O)c2ccc(C#C[C@@H](C)O)cc2O[C@H]1CN(C)C(=O)c1ccccc1 returned NSD2 block 0.
For CC(C)NC(=O)N(C)C[C@@H]1Oc2c(NC(=O)Nc3ccc4c(c3)OCO4)cccc2C(=O)N([C@@H](C)CO)C[C@@H]1C the results were NSD2 block 3.
For CC(=O)Nc1ccc(OCC(O)Cn2cnc3ccccc32)cc1 (configuration not stated) the results were NSD2 block 2.
`COc1ccc(S(=O)(=O)N(C)C[C@H]2Oc3c(NC(=O)C4CC4)cccc3C(=O)N([C@H](C)CO)C[C@@H]2C)cc1` gave NSD2 block -5.
`C[C@@H]1CN([C@H](C)CO)C(=O)Cc2cc(NC(=O)C3CC3)ccc2O[C@H]1CN(C)Cc1ccc(C(F)(F)F)cc1` gave NSD2 block -9.
C[C@@H]1CN([C@@H](C)CO)C(=O)c2cc(C#Cc3ccncc3)cnc2O[C@@H]1CN(C)CC1CCOCC1 was read as NSD2 block 3.
Screening C[C@@H]1CN([C@H](C)CO)C(=O)c2cccc(NC(=O)C3CCOCC3)c2O[C@H]1CN(C)C returned NSD2 block 6.
Screening O=C(N/N=C/c1ccc2ccccc2c1O)c1ccccn1 returned NSD2 block 3.
`C[C@H](CO)N1C[C@H](C)[C@H](CN(C)CC2CC2)Oc2ncc(-c3cccc(C(=O)N(C)C)c3)cc2C1=O` gave NSD2 block -4.
Screening C[C@H](CO)N1C[C@H](C)[C@@H](CN(C)Cc2ccc(Oc3ccccc3)cc2)Oc2ccc(NS(=O)(=O)c3ccccc3)cc2C1=O returned NSD2 block -6.
Cc1noc(C)c1S(=O)(=O)Nc1ccc2c(c1)C(=O)N([C@H](C)CO)C[C@@H](C)[C@@H](CN(C)S(=O)(=O)c1ccc(Cl)cc1)OCCCC[C@@H](C)O2 was read as NSD2 block 1.
For COc1ccc(-c2cn(C[C@@H](Cc3ccccc3)NC(=O)Nc3ccccc3)nn2)cc1OC the results were NSD2 block 4.
For C[C@@H]1CN([C@@H](C)CO)C(=O)c2cc(NS(=O)(=O)c3cn(C)cn3)ccc2O[C@H]1CN(C)C the results were NSD2 block 12.
For O=C(C[C@H]1C[C@H]2c3cc(NS(=O)(=O)c4ccc(F)cc4)ccc3O[C@H]2[C@@H](CO)O1)NCc1ccc(Cl)cc1 the results were NSD2 block 8.
C[C@H]1CN([C@@H](C)CO)C(=O)Cc2cc(NS(=O)(=O)c3ccc(Cl)cc3)ccc2O[C@H]1CN(C)Cc1ccc(C(=O)Nc2ccccc2N)cc1 was read as NSD2 block 1.
For C[C@@H]1CN([C@H](C)CO)C(=O)c2cccc(NC(=O)c3ccncc3)c2O[C@@H]1CN(C)CC1CCCCC1 the results were NSD2 block -3.
For COC(=O)CCCCCCC(=O)N/N=C/[C@@H](O)[C@H](O)[C@H](O)CO the results were NSD2 block 4.
`C[C@H](CO)N1C[C@H](C)[C@@H](CN(C)C(=O)Nc2ccc(C(F)(F)F)cc2)Oc2ccc(NS(C)(=O)=O)cc2CC1=O` gave NSD2 block 3.
C[C@H]1CN([C@@H](C)CO)C(=O)c2cc(-c3ccncc3)cnc2O[C@H]1CN(C)C(=O)c1cccc(F)c1 was read as NSD2 block -1.
For CN(C)C(=O)C[C@@H]1C[C@H]2c3cc(NC(=O)C4CCC4)ccc3O[C@H]2[C@H](CO)O1 the results were NSD2 block 7.
`C[C@@H]1CN([C@H](C)CO)C(=O)Cc2cc(NC(=O)CCCCCC(=O)Nc3ccccc3N)ccc2O[C@H]1CN(C)Cc1ccccc1` gave NSD2 block 2.
`O=C(C[C@H]1C[C@H]2c3cc(NC(=O)c4cccnc4)ccc3O[C@H]2[C@H](CO)O1)NCc1ccccn1` gave NSD2 block -3.
For C[C@@H]1CN([C@H](C)CO)C(=O)c2cccc(NC(=O)C3CCOCC3)c2O[C@@H]1CN(C)Cc1ccc(C(F)(F)F)cc1 the results were NSD2 block -1.
COc1ccc(NC(=O)Nc2cccc3c2O[C@@H](CN(C)Cc2ccc4c(c2)OCO4)[C@H](C)CN([C@@H](C)CO)C3=O)cc1 was read as NSD2 block 2.
For CCCNC(=O)N(C)C[C@@H]1Oc2ncc(C#CC3(O)CCCC3)cc2C(=O)N([C@@H](C)CO)C[C@H]1C the results were NSD2 block 3.
For COC(=O)C[C@@H]1C[C@@H]2c3cc(NS(C)(=O)=O)ccc3O[C@@H]2[C@@H](CO)O1 the results were NSD2 block 7.
Screening C[C@H]1CCCCO[C@H](CN(C)S(=O)(=O)c2cccs2)[C@@H](C)CN([C@@H](C)CO)C(=O)c2cc(NC(=O)Nc3ccccc3)ccc2O1 returned NSD2 block -2.
`C[C@@H]1CN([C@@H](C)CO)C(=O)c2cc(C#Cc3ccncc3)cnc2O[C@H]1CN(C)Cc1ccncc1` gave NSD2 block 4.
Screening COc1ccccc1-c1cnc2c(c1)C(=O)N([C@H](C)CO)C[C@H](C)[C@H](CN(C)C(C)=O)O2 returned NSD2 block 2.
`O=C(c1cnc2ccccn12)C(F)(F)SCc1c(Cl)cccc1Cl` gave NSD2 block 8.
Screening C[C@H](CO)N1C[C@H](C)[C@H](CN(C)C)Oc2ccc(NC(=O)Cc3ccccc3)cc2CC1=O returned NSD2 block 3.
C[C@H]1CN([C@@H](C)CO)S(=O)(=O)c2ccc(-c3ccncc3)cc2O[C@@H]1CN(C)C(=O)C1CCC1 was read as NSD2 block -8.

Not all compounds are listed (hit frequency here may not be typical).
